Assay outcomes from PubChem.
MT stabilize HCS: microtubule stabilizers in HeLa cells; HeLa tubulin immunostaining HCS, 24 h; share of cells brighter than vehicle mean+2SD; % tubulin-high responders, % at 10 µM; 0.83% of 200,000 active; AID 2205;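 active means plate Z-score above 3 for both tubulin-high and condensed-nucleus cell shares, with cell loss under 80%, at 10 µM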;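 further: anti alpha tubulin signal scored within the nucleus-defined area of each cell; some results filed as inactive read as strong as hits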
Insulin prom up: MIN6 insulin promoter up-regulation; MIN6 insulin promoter-GFP reporter, high-content imaging; stronger effect = higher value; z-score at 5 µM; 0.3% of 190,000 active; AID 1625;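 active means z-score above 3 at 5 µM with at least 500 cells counted in the well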
P. falciparum M17LAP: P. falciparum M17LAP inhibitors, primary screen, biochemical, fluorogenic H-Leu-NHMec substrate, 1536-well (AID 1619); recombinant M17LAP, H-Leu-NHMec fluorogenic kinetic assay; higher % means a stronger effect; inhibition, % at 30 µM; hits with a dose series show IC50 in µM; 0.38% of 220,000 active;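 active means compound inhibiting the enzyme by more than half at any dose during confirmatory dose-response retesting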;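 further: plate controls were full reaction with DMSO carrier for no effect and no enzyme background for full effect; strong numbers were not always called active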
UTI89 phage lysis: protection from phage-mediated lysis, alamar blue read-out – E. coli UTI89, K1F phage, bacterial capsule biogenesis inhibitors (AID 488966); E. coli UTI89 K1F phage lysis, alamar blue, 2 h; higher % means a stronger effect; inhibition, % at 100 µM, or IC50 in µM where a hit was titrated; 0.02% of 340,000 active;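 active means phage lysis inhibition, versus mean bacterial control, above a set limit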;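 further: capsule biogenesis inhibitors block K1F phage lysis so surviving cells raise fluorescence; higher fluorescence means more inhibition of phage lysis; actives were called in the ten point dose series up to 300 µM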
Autophagy mod: alters autophagy in cells. 0.98% of 190,000 active. calls only at 10 µM (by protocol). MEF GFP-LC3 puncta imaging; test concentration mostly 10 µM;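 active means percentage of spot-positive cells more than 3 SD above its plate mean, without a fluorescence outlier flag or 80% toxicity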;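 further: spot-positive cell cutoff set from DMSO-treated cells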
Dynein cargo inh: blocks dynein driven cargo transport along microtubules | 0.47% of 220,000 active | z-score, hits read low | 3617.4 mouse cells, GR-EGFP nuclear translocation imaging; test concentration mostly 20 µM; stimulated with dexamethasone, 1 µM; stronger effect = lower value | AID 1381;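 active means plate z-score of nuclear minus cytoplasmic receptor signal below a set negative limit, without overly bright fluorescence or cell loss, cut at about -3.5 in these data, passing the limit was not always enough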;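 further: z-score of nuclear minus cytoplasmic ring GR-EGFP intensity difference per well; some compounds called inactive have numbers as strong as hits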
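Buffer or medium: tet-free medium with charcoal-stripped serum / Also added: dexamethasone agonist, 1.0 µM final, for 30 min / Timing: induction 48 h, compound 1 h, agonist 30 min / Measured by: high-content fluorescence imaging after fixation / Read-out: nuclear-to-cytoplasmic GR-EGFP distribution per well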
P. falciparum M1AAP: malaria alanyl aminopeptidase activity blockers – biochemical, fluorogenic H-Leu-NHMec substrate, 1536-well (AID 1445) | recombinant M1AAP, H-Leu-NHMec fluorogenic kinetic assay; higher % means a stronger effect | 0.42% of 220,000 active | one-dose inhibition, % at 30 µM; IC50 in µM for titrated hits;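 active means primary inhibition above the hit cutoff, then over 50% inhibition at one or more dose response concentrations, cut at about 23% in these data, passing the limit was not always enough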;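 further: plate controls were DMSO full reaction for no effect and no enzyme background for full effect; strong numbers were not always called active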
ER stress rescue: rescue of cells from ER stress-induced death, primary screen, 384-well, CSM14.1, thapsigargin, ATP luminescence (AID 1222). cellular ATP content (survival), % at 20 µM, or EC50 in µM where a hit was titrated. CSM14.1 thapsigargin-induced death rescue, ATP luminescence; higher % means a stronger effect. 190,000 tested, under 10 active;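 active means EC50 below 50 µM in the dose-response confirmation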;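 further: death triggered by thapsigargin at about 15 µM added after 2 h compound pretreatment; cell ATP read after overnight thapsigargin exposure of roughly 18 to 22 hours; normalized against plate controls of thapsigargin alone and 5% DMSO vehicle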
b-catenin transl: modulators of beta-catenin nuclear translocation | nuclear translocation activity, % at 5 µM | AID 1665 | HeLa beta-catenin nuclear translocation, immunofluorescence imaging | 0.3% of 190,000 active;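 active means nuclear translocation activity above 50% at 5 µM, with a well cell count of 50 or more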;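 further: per-cell ratio of nuclear to cytoplasmic median beta-catenin stain intensity; plate controls were DMSO negative control for no effect and GSK-3 inhibitor IX positive control for full effect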
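test system = HeLa cells, endogenous beta-catenin | dosing = single 5 µM dose plus 0.02–20 µM confirmation series | times = compound treatment 24 h, 37°C, 5% CO2 | technique = beta-catenin immunofluorescence imaging with DAPI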
Dynein cargo inh cytoplasmic EGFP: recorded beside Dynein cargo inh, whose call it bears; z-score; measured here: cytoplasmic GR-EGFP intensity; stronger effect = higher value
Dynein cargo inh nuclear GR-EGFP: also measured in Dynein cargo inh; calls as there; z-score; measured here: nuclear GR-EGFP intensity;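 lower value marks the stronger effect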
Dynein cargo inh cell count: also measured in Dynein cargo inh; calls as there; z-score; measured here: cell count per field
Insulin prom up cell count: also measured in Insulin prom up; calls as there; cell count; measured here: cytotoxicity, nuclei count;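 total cells summed across four imaged fields per well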
b-catenin transl cell count 5 µM: second read-out of b-catenin transl, no call of its own (marks repeat the call); cell count; measured here: cell count, cytotoxicity flag
MT stabilize HCS Hoechst-high %: second read-out of MT stabilize HCS, no call of its own (marks repeat the call); % Hoechst-high responders; measured here: nuclear condensation Hoechst responders;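 share of cells brighter than vehicle mean plus two SD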
MT stabilize HCS cytotoxicity %: second read-out of MT stabilize HCS, no call of its own (marks repeat the call); toxicity, %; measured here: cytotoxicity by cell density;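 0% = mean cell density of plate MIN control wells and 100% = no cells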
Autophagy mod cell loss 18 h: also measured in Autophagy mod; calls as there; toxicity, %; measured here: cell loss, nuclei count;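 cell loss after 18 h compound exposure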
Starred values were filed as active, the others as inactive; [ ] = remark or other dose. Rows are unselected (roughly 2.9% active in at least one column).

For CC(=O)CSc1nc2ccccc2o1 the results were MT stabilize HCS 1.8, P. falciparum M17LAP 12%, UTI89 phage lysis 0.1%, Autophagy mod inactive, Dynein cargo inh -0.84, P. falciparum M1AAP 3%, ER stress rescue 20%, b-catenin transl -4.9, Dynein cargo inh cytoplasmic EGFP -0.23, Dynein cargo inh nuclear GR-EGFP -0.52, Dynein cargo inh cell count -0.13, b-catenin transl cell count 5 µM 577, MT stabilize HCS Hoechst-high % 1.4, MT stabilize HCS cytotoxicity % 3.6 and Autophagy mod cell loss 18 h -2.
For CSc1nc(Sc2ccc(Cl)cc2)c2ccccc2n1 the results were MT stabilize HCS 1.4, Insulin prom up -0.56, P. falciparum M17LAP -12%, UTI89 phage lysis 0.2%, Autophagy mod inactive, Dynein cargo inh -0.23, P. falciparum M1AAP -3%, ER stress rescue -3.8%, b-catenin transl -0.9, Dynein cargo inh cytoplasmic EGFP -0.39, Dynein cargo inh nuclear GR-EGFP 0.061, Dynein cargo inh cell count 0.17, Insulin prom up cell count 1485, b-catenin transl cell count 5 µM 1326, MT stabilize HCS Hoechst-high % 1.6, MT stabilize HCS cytotoxicity % 6.9 and Autophagy mod cell loss 18 h 28.
COc1ccc(OC)c(C2N(c3ccc(Cl)cc3)C(=O)C3CCCN32)c1 (stereo unspecified) was read as MT stabilize HCS 5.4, Insulin prom up 1.1, P. falciparum M17LAP -9%, UTI89 phage lysis 0.0%, Autophagy mod inactive, Dynein cargo inh -0.55, P. falciparum M1AAP -2%, ER stress rescue -2.0%, b-catenin transl 2.6, Dynein cargo inh cytoplasmic EGFP 0.037, Dynein cargo inh nuclear GR-EGFP -0.25, Dynein cargo inh cell count 0.45, Insulin prom up cell count 1303, b-catenin transl cell count 5 µM 1527, MT stabilize HCS Hoechst-high % 2.6, MT stabilize HCS cytotoxicity % 6.8 and Autophagy mod cell loss 18 h 5.
COc1ccc(/C=N/n2cncn2)cc1Cn1nc(C)c([N+](=O)[O-])c1C was read as Insulin prom up -0.23, P. falciparum M17LAP 5%, UTI89 phage lysis -0.4%, Dynein cargo inh 1.3, P. falciparum M1AAP 4%, b-catenin transl 0.1, Dynein cargo inh cytoplasmic EGFP -0.13, Dynein cargo inh nuclear GR-EGFP 0.53, Dynein cargo inh cell count -0.94, Insulin prom up cell count 1121 and b-catenin transl cell count 5 µM 1326.
Screening Cc1ccc(NC(=O)N2CCC(=O)N2)cc1 returned MT stabilize HCS 1.5, P. falciparum M17LAP 89%, UTI89 phage lysis -0.3%, Autophagy mod inactive, Dynein cargo inh 0.63, P. falciparum M1AAP -5%, ER stress rescue 2.3%, Dynein cargo inh cytoplasmic EGFP -0.0096, Dynein cargo inh nuclear GR-EGFP 0.13, Dynein cargo inh cell count -0.99, MT stabilize HCS Hoechst-high % 2.2, MT stabilize HCS cytotoxicity % 6.9 and Autophagy mod cell loss 18 h 1.
For CCC(C(=O)OC)n1cnc2c(nnn2-c2ccc(OC)cc2)c1=O (stereo unspecified) the results were MT stabilize HCS 2.2, Insulin prom up -0.45, P. falciparum M17LAP 1%, UTI89 phage lysis -1.3%, Autophagy mod inactive, Dynein cargo inh -0.81, P. falciparum M1AAP -2%, ER stress rescue -0.4%, b-catenin transl 0.1, Dynein cargo inh cytoplasmic EGFP -0.3, Dynein cargo inh nuclear GR-EGFP -0.074, Dynein cargo inh cell count 1.2, Insulin prom up cell count 1510, b-catenin transl cell count 5 µM 899, MT stabilize HCS Hoechst-high % 2.5, MT stabilize HCS cytotoxicity % 15 and Autophagy mod cell loss 18 h -41.
O=C(O)c1cc(N/N=C/c2ccncc2)ccc1Cl was read as Insulin prom up -0.18, P. falciparum M17LAP 18%, UTI89 phage lysis 0.1%, Dynein cargo inh -0.14, P. falciparum M1AAP 10%, b-catenin transl -0.3, Dynein cargo inh cytoplasmic EGFP -0.27, Dynein cargo inh nuclear GR-EGFP -0.037, Dynein cargo inh cell count 0.54, Insulin prom up cell count 1175 and b-catenin transl cell count 5 µM 1287.
`CN(C)CCNC(=O)Cn1nc(-c2ccc(Cl)cc2)ccc1=O` gave MT stabilize HCS 3.0, Insulin prom up 0.28, P. falciparum M17LAP 2%, UTI89 phage lysis 2.3%[50 µM], Autophagy mod inactive, Dynein cargo inh -0.23, P. falciparum M1AAP -2%, ER stress rescue -1.0%, b-catenin transl -0.3, Dynein cargo inh cytoplasmic EGFP -0.29, Dynein cargo inh nuclear GR-EGFP -0.22, Dynein cargo inh cell count 0.0089, Insulin prom up cell count 1367, b-catenin transl cell count 5 µM 1474, MT stabilize HCS Hoechst-high % 1.8, MT stabilize HCS cytotoxicity % 4.9 and Autophagy mod cell loss 18 h 21.
COc1ccc(NC(=O)CC2C(=O)N(c3ccc(OC)cc3)C(=O)N2CCN2CCN(C)CC2)cc1 (stereo unspecified) was read as MT stabilize HCS 2.2, Insulin prom up -0.3, P. falciparum M17LAP 25%, UTI89 phage lysis 7.2%, Autophagy mod inactive, Dynein cargo inh 1.4, P. falciparum M1AAP 2%, Dynein cargo inh cytoplasmic EGFP -0.26, Dynein cargo inh nuclear GR-EGFP -0.18, Dynein cargo inh cell count 0.31, Insulin prom up cell count 1316, MT stabilize HCS Hoechst-high % 1.7, MT stabilize HCS cytotoxicity % 10 and Autophagy mod cell loss 18 h 5.
`N=C(c1cccc([N+](=O)[O-])c1)N1CCCCCC1` gave MT stabilize HCS 1.1, Insulin prom up 0.38, P. falciparum M17LAP -1%, UTI89 phage lysis 0.4%, Autophagy mod inactive, Dynein cargo inh -1, P. falciparum M1AAP 0%, ER stress rescue -0.6%, b-catenin transl -1.4, Dynein cargo inh cytoplasmic EGFP -0.25, Dynein cargo inh nuclear GR-EGFP -0.39, Dynein cargo inh cell count 0.14, Insulin prom up cell count 1433, b-catenin transl cell count 5 µM 1047, MT stabilize HCS Hoechst-high % 1.0, MT stabilize HCS cytotoxicity % 5.9 and Autophagy mod cell loss 18 h 13.
O=C(COC(=O)c1cc(Br)ccc1Cl)NC(=O)NCc1ccccc1 was read as MT stabilize HCS 2.9, Insulin prom up 0.26, P. falciparum M17LAP -1%, UTI89 phage lysis 0.3%, Autophagy mod inactive, Dynein cargo inh -0.5, P. falciparum M1AAP -4%, ER stress rescue -2.5%, b-catenin transl 5.5, Dynein cargo inh cytoplasmic EGFP -0.32, Dynein cargo inh nuclear GR-EGFP -0.5, Dynein cargo inh cell count 0.62, Insulin prom up cell count 1279, b-catenin transl cell count 5 µM 548, MT stabilize HCS Hoechst-high % 3.5, MT stabilize HCS cytotoxicity % 7.9 and Autophagy mod cell loss 18 h -1.
`Nc1nc(Nc2cccc(F)c2)nc(N2CCOCC2)c1[N+](=O)[O-]` gave Insulin prom up -0.15, P. falciparum M17LAP -1%, UTI89 phage lysis 0.6%, Dynein cargo inh -0.0032, P. falciparum M1AAP 3%, b-catenin transl 0.0, Dynein cargo inh cytoplasmic EGFP -0.25, Dynein cargo inh nuclear GR-EGFP 0.45, Dynein cargo inh cell count -0.47, Insulin prom up cell count 1077 and b-catenin transl cell count 5 µM 1334.
`Cc1ccc(S(=O)(=O)N2CCOCC2)cc1C(=O)NCc1ccc2c(c1)OCO2` gave MT stabilize HCS 2.6, Insulin prom up 0, P. falciparum M17LAP 2%, UTI89 phage lysis 4.2%, Autophagy mod inactive, Dynein cargo inh 0.3, P. falciparum M1AAP 0%, ER stress rescue -1.3%, b-catenin transl -3.0, Dynein cargo inh cytoplasmic EGFP -0.17, Dynein cargo inh nuclear GR-EGFP 0.42, Dynein cargo inh cell count -1.2, Insulin prom up cell count 1836, b-catenin transl cell count 5 µM 1073, MT stabilize HCS Hoechst-high % 1.3, MT stabilize HCS cytotoxicity % 1.7 and Autophagy mod cell loss 18 h -2.
C/C(=N\N=C\c1ccccc1F)c1nnn(-c2nonc2N)c1C was read as MT stabilize HCS 3.9, Insulin prom up -0.48, P. falciparum M17LAP 3%, UTI89 phage lysis 0.4%, Autophagy mod inactive, Dynein cargo inh -0.33, P. falciparum M1AAP 1%, ER stress rescue -0.8%, b-catenin transl -3.0, Dynein cargo inh cytoplasmic EGFP -0.24, Dynein cargo inh nuclear GR-EGFP 0.18, Dynein cargo inh cell count 0.55, Insulin prom up cell count 1530, b-catenin transl cell count 5 µM 1234, MT stabilize HCS Hoechst-high % 3.5, MT stabilize HCS cytotoxicity % 5.9 and Autophagy mod cell loss 18 h 5.
Screening COc1cc(NC(=S)NCCCN2CCOCC2)c(OC)cc1Cl returned MT stabilize HCS 1.4, Insulin prom up -0.24, P. falciparum M17LAP 1%, UTI89 phage lysis 0.1%, Autophagy mod inactive, Dynein cargo inh -0.52, P. falciparum M1AAP 0%, ER stress rescue -0.6%, b-catenin transl -1.9, Dynein cargo inh cytoplasmic EGFP -0.26, Dynein cargo inh nuclear GR-EGFP -0.15, Dynein cargo inh cell count 0.11, Insulin prom up cell count 1583, b-catenin transl cell count 5 µM 1045, MT stabilize HCS Hoechst-high % 1.1, MT stabilize HCS cytotoxicity % 4.5 and Autophagy mod cell loss 18 h 23.
`Cc1ccc(S(=O)(=O)NNC(=O)C(O)(c2ccccc2)c2ccccc2)cc1` gave MT stabilize HCS 2.2, Insulin prom up 0.07, P. falciparum M17LAP 6%, UTI89 phage lysis -0.1%, Autophagy mod inactive, Dynein cargo inh -0.33, P. falciparum M1AAP -1%, ER stress rescue -1.5%, b-catenin transl -0.6, Dynein cargo inh cytoplasmic EGFP -0.23, Dynein cargo inh nuclear GR-EGFP -0.38, Dynein cargo inh cell count 0.49, Insulin prom up cell count 1236, b-catenin transl cell count 5 µM 947, MT stabilize HCS Hoechst-high % 2.8, MT stabilize HCS cytotoxicity % 7.2 and Autophagy mod cell loss 18 h 0.
